# FN deposit inh: fibronectin deposition inhibition | AH1F fibroblasts, Alexa488-fibronectin deposition fluorescence, overnight | hit rate 0.086% among 350,000 | inhibition, % at 12.6 µM | AID 743247;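 active = mean inhibition across replicates of 30% or more, regardless of how many single replicates reach that level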;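 also: positive control wells lacked labelled fibronectin entirely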
#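 Schedule: 1 h cell adhesion before compound, then overnight fibronectin incubation; test system: AH1F fibroblast monolayer depositing Alexa488-labelled fibronectin into matrix; quantity: 10000 AH1F cells per well; probe or stimulus: fluorescent fibronectin at 24 nM final; signal: fluorescence, ex 485 nm, em 525 nm; evaluation: percent inhibition as loss of matrix-bound fibronectin fluorescence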
# miR122 inh: miR-122 inhibition in Huh7 cells. activation (reporter increase), % at 12.5 µM. Huh7 miR-122 Renilla luciferase sensor, 48 h; neutral wells = 0, positive control = 100. AID 602342. hit rate 0.3% among 340,000;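 active = mean replicate activation score at least 90 and every replicate individually at or above 90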;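 also: higher luciferase means less miR-122 activity so hits act as miR-122 inhibitors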
# Cneo AK release: causes C. neoformans cell lysis; adenylate kinase release luminescence, 4 h; normalised: neutral wells 0, clomiphene wells 100; AID 651654; hit rate 0.2% among 360,000; lysis activity, % at 15 µM;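 active = mean lysis activity across replicates of at least 80%, whatever share of replicates individually reach that level; inactive = mean lysis activity below 80%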
#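 Assay system: C. neoformans cells. Amount: yeast cell density of 5 × 10^6 cells/mL. Technique: AK luminescence. Buffer or medium: YPD. Times: static 4 h at 37 °C with compound, 1 h detection. Dosing: single-point compound dose. Read-out: lysis from increased AK signal.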
# PGC1a acetyl inh: modulators of PGC1a acetylation; U2OS PGC1a acetylation, AlphaScreen anti-acetyl-lysine; with virally co-expressed GCN5 acetyltransferase; hit rate 0.17% among 350,000; AID 651687; inhibition, % at 15.6 µM;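 active = every replicate shows inhibition of at least 40%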;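 also: 0% = neutral control wells and 100% = positive control wells; some results beyond the cut were filed as inactive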
# CFTR F508del cor: correctors of CFTR F508del function in bronchial epithelial cells; CFBE cells, YFP halide quenching; stimulated with forskolin plus potentiator P3; % fluorescence drop versus neutral controls; activity (quench increase), % at 7.58 µM; hit rate 0.36% among 350,000;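 active = mean added fluorescence quench of at least 8% versus neutral control, with both replicates also reaching 8%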;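 also: cells transiently co-express mutant CFTR-F508del with the halide-sensitive YFP; corrector assay measuring rescue of mutant channel to the surface after 24 h compound exposure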
# Statin myotox sup: suppressors of simvastatin-induced myotoxicity in C2C12 myotubes; ATP luminescence, 48 h; scaled: DMSO 0, geranylgeraniol control 100; rescue of ATP level, % at 7.49 µM; hit rate 0.78% among 330,000;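 active = mean ATP rescue above about 67%, or every replicate alone reaching that limit, limit read from the data, passing the limit was not always enough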;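 also: myotubes were challenged with 10 µM simvastatin during compound exposure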
# GSIS activator: GLuc luminescence reporter in INS-1E cells, primary screen for activators of glucose-dependent secretion of insulin. INS-1E GLuc reporter insulin secretion, 2-3 h. activation, % at 16.6 µM. hit rate 0.61% among 370,000. AID 743287;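 active = lowest replicate activation of at least 40%, so every replicate reaches that level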;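 also: 0% = median of neutral control wells and 100% = median of IBMX positive control wells; some compounds called inactive have numbers as strong as hits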
# PglD DTNB: PglD (C. jejuni) enzyme inhibition. AID 602405. inhibition, % at 12.5 µM. purified PglD enzyme, DTNB colorimetric CoA detection. hit rate 0.098% among 360,000; in the data active = inhibition above about 16%, passing the limit was not always enough; also: strong numbers were not always called active
# Starred values were filed as active, the others as inactive; · = not tested or not shown; & = joins results of further samples; [ ] = another dose, or the depositor's remark.
SMILES	FN deposit inh	miR122 inh	Cneo AK release	PGC1a acetyl inh	CFTR F508del cor	Statin myotox sup	GSIS activator	PglD DTNB
O=S(=O)(NC1CC1)c1ccc(S(=O)(=O)N2CCc3ccccc32)cc1	·	-4	-1	-23	·	1	-50	-4
CCOC(=O)c1c(NC(=O)CN2C(=O)NC(C)(c3ccccc3)C2=O)sc(C)c1C (stereo not given)	1	42	2	-4	4.2	·	-30	0
N#C[C@H]1[C@@H](c2ccc(-c3ccc(F)cc3)cc2)[C@H](CO)N1c1nc(-c2ccccc2)cs1	-11	·	5	-5	-3.3	-50	-1	1
CC(C)n1c(C(=O)OCC(=O)NCc2ccc3c(c2)OCO3)cc2sccc21	·	-7	0	2	-0.2	-17	-7	10
COc1ccc(NC(=O)Nc2ccc3c(c2)C(=O)N([C@@H](C)CO)C[C@@H](C)[C@H](CN(C)S(=O)(=O)c2cn(C)cn2)O3)cc1	14	2[16.7 µM]	4	-10	-1.1	·	15	-2
O=C(c1ccc(Cl)c(S(=O)(=O)N2CCCCCC2)c1)N1CCN(c2ccc(O)cc2)CC1	0	42	-1	-13	-1.2	-18	0	-3
COC(=O)c1ccc(N)c(N=CC2=C(O)CC(C)(C)CC2=O)c1	0	-6	1	1	-0.5	1	-9	-6
COc1ccc(-c2ccc3c(c2)[C@@H]2C[C@H](N(C)S(=O)(=O)c4ccccc4)[C@H]([C@H](C)O)C(=O)N2CC3)cc1	-5	10	1	16	1.4	0	-40	-3
CCCNC(=O)N1CC(=O)N2[C@@H](CO)[C@H](c3ccc(-c4ccc(F)cc4)cc3)[C@@H]2C1	2	·	·	3	3.3	·	-2	·
COc1ccc(CCNC(=O)c2ccc(CN3CCOCC3)cc2)cc1	6	1	0	-9	·	-20	·	5
COC(=O)Cn1c(=NC(=O)CSCC(=O)Nc2cc(C)on2)sc2ccccc21	-3	-2	2	·	-1.3	1	2	-7
CN(c1ccccc1)S(=O)(=O)c1ccc2c(c1)OCCO2	-4	2	-1	-1	-0.8	-1	28	-4
CN(C)c1ncc(C(=O)O)cn1	·	2	-1	12	·	3	-9	1
CC1=C(C(=O)Nc2cccc(C(=O)NCC(C)c3ccccc3)c2)SCCO1 (stereo not given)	4	0	4	-11	1.1	3	·	-3
COC(=O)c1cnc(SCc2ccc([N+](=O)[O-])cc2)n1C	-5	-2	1	14	0.2	·	14	-2
CN1c2ccc(Br)cc2[C@@H]2[C@@H](CCN2C(=O)Cc2ccccc2)[C@H]1CO	5	-3[16.7 µM]	-20	6	1.9	46	9	-9
COC(=O)Cn1c(O)c(N=NC(=O)CNC(=O)c2ccc3c(c2)OCCO3)c2ccccc21	-3	-8	2	-3	1.2	1	-10	0
CCC(=O)Oc1oc(-c2ccccc2)nc1C=Nc1ccc(C)cc1	6	0	2	11	-0.6	7	·	10
Cc1ccnc(NC(=O)CS(=O)(=O)Cc2ccccc2)c1	-1	20	-1	8	·	11	·	3
Cc1ccc(C(=O)NC(=S)Nc2ccc(N3CCOCC3)cc2)cc1	4	-6	0	3	-2.0	-15	-1	-1
O=S(=O)(c1cccs1)N1CCCCN2[C@@H](CO)[C@@H](c3ccc(C4=CCCCC4)cc3)[C@@H]2C1	·	-18[16.7 µM]	-2	-21	-0.7	·	·	3
CCC(C)(C(=O)NC1CCCCC1)N(C)C(=O)c1ccc2c(c1)OCO2 (stereo not given)	-1	1	-1	5	·	-4	·	5
Cc1ccc(N(CC(=O)N2CCN(c3ccccc3F)CC2)S(=O)(=O)c2c(C)noc2C)cc1	5	-5	1	0	3.0	-5	-20	10
Cc1ccc(S(=O)(=O)N(C)C[C@@H]2Oc3ccc(NC(=O)c4ccncc4)cc3C(=O)N([C@@H](C)CO)C[C@@H]2C)cc1	·	8[16.7 µM]	0	-7	-0.4	-1	16	-1
COc1cc(S(=O)(=O)N2CCOCC2)ccc1NC(=O)COC(=O)c1cc(OC)c(OC)c(OC)c1	11	7	-1	-2	2.2	4	9	4
O=C(NC1CCCC1)N1CCCCN2[C@H](CO)[C@H](c3ccc(-c4ccncc4)cc3)[C@H]2C1	·	-5[16.7 µM]	-1	5	5.3	·	20	-2
CC1(C(=O)Nc2ccc3ccccc3c2)CCC(=O)N1C1CCN(Cc2ccccc2)CC1 (stereo not given)	-1	0	-7	1	1.1	5	-6	3
O=C(/C=C/c1ccc(OC(F)F)cc1)Nc1cccc(S(=O)(=O)N2CCOCC2)c1	·	4	-32	3	0.2	-2	-28	9
COc1cccc(S(=O)(=O)N(C)C[C@H]2OCc3cn(nn3)CCCC(=O)N([C@@H](C)CO)C[C@@H]2C)c1	-7&-1	0[16.7 µM]	2&-1	7&-3&0	-3.2&3.3&-4.6	-22&-6&6	-4&9	-2&1
Nn1c(COc2ccccc2F)nnc1SCC(=O)NC1CCCCC1	-4	·	3	·	-0.1	-5	6	1

# Entries of single compounds from above. Order of values: FN deposit inh	miR122 inh	Cneo AK release	PGC1a acetyl inh	CFTR F508del cor	Statin myotox sup	GSIS activator	PglD DTNB
# Results for COc1ccc(NC(=O)Nc2ccc3c(c2)C(=O)N([C@@H](C)CO)C[C@@H](C)[C@H](CN(C)S(=O)(=O)c2cn(C)cn2)O3)cc1 = 14	2[16.7 µM]	4	-10	-1.1	·	15	-2
# Results for Cc1ccnc(NC(=O)CS(=O)(=O)Cc2ccccc2)c1 = -1	20	-1	8	·	11	·	3

# (cont.)
SMILES	FN deposit inh	miR122 inh	Cneo AK release	PGC1a acetyl inh	CFTR F508del cor	Statin myotox sup	GSIS activator	PglD DTNB
CC(C)c1ccc(N(CC(=O)NCc2ccco2)C(=O)CCC(=O)Nc2nccs2)cc1	11	·	5	·	-0.3	3	19	0
COCCNC(=O)CS(=O)Cc1nc(-c2ccc(Cl)cc2)oc1C (stereo not given)	-8	-2	3	-3	-0.1	-11	·	-5
COc1ccc(-c2ccc([C@H]3[C@H]4CN(C(=O)C5CC5)CC(=O)N4[C@H]3CO)cc2)cc1	2	·	·	-3	3.1	·	-18	·
CC(=O)CC(=O)Nc1ccc(Nc2ccccc2)cc1	-10	-2	-1	-7	·	-20	-22	4
COc1ccc(NC(=O)Nc2cccc3c2O[C@H](CN(C)C(=O)Nc2ccc(C(F)(F)F)cc2)[C@H](C)CN([C@@H](C)CO)C3=O)cc1	·	4[16.7 µM]	44	7	-0.3	-27	-15	3
N/C(=N\OC(=O)CCC1CCCCC1)c1cccc([N+](=O)[O-])c1	·	1	0	10	·	·	·	-3
CCCNC(=O)N1C[C@H](C)[C@@H](OC)CN(C)C(=O)c2cc(NS(=O)(=O)CC)ccc2OC[C@@H]1C	0	1[16.7 µM]	-2	·	·	-10	-8	0
CCOC(=O)c1c(CC(C)C)csc1NC(=O)C(C)C	·	-1	-3	-13	·	-26	·	-1
CC=Cc1ccc2n(c1=O)C[C@H]1[C@H](CO)[C@@H](C(=O)NCC)N(Cc3cocn3)[C@@H]21 (mixture of isomers)	·	1[16.7 µM]	2	·	2.4	-4	6	2
CCC(=O)N(C)C[C@H]1[C@@H](c2ccc(-c3ccccc3F)cc2)[C@@H](CO)N1C(C)=O	-4	33[16.7 µM]	-8	6	2.8	1	-6	3
CC1CCCC(C(=O)OCc2ccccc2)N1 (stereo not given)	1	12	-2	-2	·	-9	·	0
CC(=O)Nc1ccc(NC(=O)CN(c2ccc([N+](=O)[O-])cc2)S(=O)(=O)c2ccccc2)cc1	0	2	-1	-9	-1.4	1	7	-3
Cc1ccc(S(=O)(=O)N2CCC(C(=O)Nc3ccccc3N3CCCCC3)CC2)cc1C	3	·	-2	·	3.4	6	-1	9
N#CC1=C2SCN(Cc3ccco3)CN2C(=O)CC1c1ccccc1F (stereo not given)	·	1	2	17	·	8	·	1
OCc1ccccc1OCCOc1ccc(Cl)c2cccnc12	-7	31	0	-20	·	63	-5	-2
COc1ccccc1NC(=O)N1CC(=O)N2[C@H](C1)[C@@H](c1ccc(C#CC(C)C)cc1)[C@@H]2CO	0	·	·	5	-0.6	·	-9	·
CC(C)CCN1NC2(CCCC(C)C2)NC1=S (stereo not given)	-2	0	1	5	1.1	-3	-2	5
O=C1c2ccccc2S(=O)(=O)N1Cc1cccc(S(=O)(=O)N2CCOCC2)c1	·	0	-2	-20	·	·	·	-2
O=C(CCC1CCN(C(=O)Cc2c(F)cccc2F)CC1)NC1CC1	0	·	-2	·	-1.3	-7	10	-2
Cn1nc(C(=O)Nc2ccccc2N2CCOCC2)ccc1=O	6	·	·	0	1.9	-3	-3	·
CCOC(=O)c1sc(=S)n(C)c1C	0	-2	9	-2	·	-10	·	-3
CN(C)CCCNC(=S)N(CCCN(C)C)Cc1cc2cc3c(cc2[nH]c1=O)OCO3	-4	3	-1	-22	-0.8	0	2	2
C[C@H]1CN([C@@H](C)CO)C(=O)c2cc(NC(=O)NC3CCCCC3)ccc2O[C@@H]1CN(C)S(=O)(=O)c1cn(C)cn1	·	-3[16.7 µM]	1	4	-0.3	20	8	-3
COc1ccccc1NC(=O)C1=C(C)NC(=O)NC1c1cc(C)cs1 (stereo not given)	-3	16	2	·	·	·	9	-4
CCS(=O)(=O)N[C@@H]1CC[C@@H](CC(=O)NC2Cc3ccccc3C2)O[C@@H]1CO	1	-6[16.7 µM]	-15	0	1.4	5	-9	-1
O=C1CCc2cc(S(=O)(=O)NCCC(=O)NC3CCN(Cc4ccccc4)CC3)ccc2N1	7	-8	0	38	·	10	20	-4
C[C@H]1CCCCO[C@H](CN(C)Cc2ccccc2)[C@@H](C)CN([C@@H](C)CO)C(=O)c2cc(NS(=O)(=O)c3cccs3)ccc2O1	1	2[16.7 µM]	4	1	1.5	·	-14	7
CCCn1c(NC(=O)c2ccc(Br)cc2)nc2ccccc21	·	-11	0	15	·	-8	-1	1
CNC(=O)NC(=O)COc1ccc2oc3c(c2c1)CCCC3	4	2	0	-2	-1.4	-14	1	5
O=C(NC(Cc1c[nH]c2ccccc12)C(=O)Nc1ccc(OC(F)(F)F)cc1)c1cccs1 (stereo not given)	2	-1	-4	-1	1.9	8	-17	1

# Looked up above.
# PGC1a acetyl inh, N#CC1=C2SCN(Cc3ccco3)CN2C(=O)CC1c1ccccc1F (stereo not given) reads 17
# CFTR F508del cor, Cc1ccc(S(=O)(=O)N2CCC(C(=O)Nc3ccccc3N3CCCCC3)CC2)cc1C reads 3.4

# (more compounds)
SMILES	FN deposit inh	miR122 inh	Cneo AK release	PGC1a acetyl inh	CFTR F508del cor	Statin myotox sup	GSIS activator	PglD DTNB
CCc1nc2ccc(C(=O)NCC3CCCCC3)cn2c1N(C)Cc1ccc(OC)cc1	3	3	10	-3	2.4	-67	-21	0
O=C1CCCN1CCCNc1nc2c(S(=O)(=O)c3ccccc3)nnn2c2ccc(Cl)cc12	-13	8	0	3	1.9	-58	-17	2
Cn1cc(C(=O)Nc2ccccn2)c(=O)c2ccccc21	-9	-2	0	1	-3.3	6	9	-8
C[C@H]1CN([C@@H](C)CO)C(=O)c2cc(NS(=O)(=O)c3cccs3)ccc2O[C@H]1CN(C)C(=O)Nc1ccc(F)cc1	3	0[16.7 µM]	0	-2	0.2	·	13	-2
COc1cccc(C2C(C(=O)/C=C/c3ccco3)=C(O)C(=O)N2CCN2CCOCC2)c1 (stereo not given)	18	-6	-1	·	-0.1	4	2	-5
CCCS(=O)(=O)N1CCN(Cc2c[nH]c3ccccc23)CC1	6	-7	·	-6	-1.5	11	3	·
